LYPLA1 counter – counter-screen for PME1 inhibitors: inhibitors of human LYPLA1. O75608. recombinant LYPLA1, FP-Rh probe fluorescence polarization. inhibition, % at 5.9 µM. actives 0.16% (n = 320,000);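 active = inhibition above the mean of all tested compounds plus 3 SD, set per campaign, cut at about 14% in these data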;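 also: inhibitors block serine hydrolase probe labeling of LYPLA1 so polarization falls; 0% = enzyme with DMSO and 100% = wells lacking LYPLA1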
Target sequence (O75608 whole entry, looked up): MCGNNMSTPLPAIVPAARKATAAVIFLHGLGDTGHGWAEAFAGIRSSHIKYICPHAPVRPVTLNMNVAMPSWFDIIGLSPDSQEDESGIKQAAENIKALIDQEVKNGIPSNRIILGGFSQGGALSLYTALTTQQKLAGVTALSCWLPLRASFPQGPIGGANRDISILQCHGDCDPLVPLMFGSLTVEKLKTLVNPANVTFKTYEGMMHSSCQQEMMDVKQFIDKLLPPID
LYPLA2 inh – counter-screen for PME1 inhibitors: inhibitors of human LYPLA2 | actives 0.38% (n = 320,000) | O95372 | inhibition, % at 5.9 µM | recombinant LYPLA2, FP-Rh probe fluorescence polarization;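 active = inhibition above the screen-wide mean plus 3 SD, limit set per campaign, cut at about 26% in these data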;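 also: 0% = LYPLA2 with DMSO and 100% = wells lacking LYPLA2 enzyme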
Target sequence (O95372 whole entry, looked up): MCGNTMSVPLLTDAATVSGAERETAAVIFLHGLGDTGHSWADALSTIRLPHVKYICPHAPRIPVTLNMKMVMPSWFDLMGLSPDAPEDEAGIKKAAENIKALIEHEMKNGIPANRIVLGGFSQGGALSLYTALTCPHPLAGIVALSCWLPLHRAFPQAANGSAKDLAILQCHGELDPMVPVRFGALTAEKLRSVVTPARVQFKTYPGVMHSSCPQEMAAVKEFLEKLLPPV
pPAFAH FP inh – pPAFAH (human) enzyme inhibition. recombinant pPAFAH, FP-rhodamine probe fluorescence polarization. inhibition, % at 3.39 µM. actives 1.5% (n = 330,000);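 active = inhibition above the mean inhibition across the screen plus 3 SD, cut at about 25% in these data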;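 also: inhibitors block binding of the rhodamine activity-based probe so polarization drops; 0% = enzyme with DMSO and 100% = wells lacking pPAFAH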
ZTA counter – counter-screen for EBNA-1 inhibitors: inhibitors of Epstein-Barr virus ZTA | P03206 | ZTA-DNA binding, fluorescence polarization | inhibition, % at 11 µM | actives 0.15% (n = 320,000); in the data active = inhibition above about 33%
Target sequence (P03206 whole entry, looked up): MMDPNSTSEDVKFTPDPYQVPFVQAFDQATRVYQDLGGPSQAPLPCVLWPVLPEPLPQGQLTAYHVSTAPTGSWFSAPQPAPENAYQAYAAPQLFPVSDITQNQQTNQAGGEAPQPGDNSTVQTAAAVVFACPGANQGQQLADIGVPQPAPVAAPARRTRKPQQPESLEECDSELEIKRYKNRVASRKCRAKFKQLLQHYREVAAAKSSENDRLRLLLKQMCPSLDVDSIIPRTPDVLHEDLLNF
PREPL inh – inhibitors of human prolyl oligopeptidase-like enzyme PREPL; Q4J6C6; recombinant PREPL, fluorescence polarization activity-based probe; inhibition, % at 5.96 µM; actives 0.68% (n = 320,000); AID 2751; in the data active = inhibition above about 43%;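 also: 0% = enzyme with DMSO and 100% = wells lacking enzyme; many of its hits are not listed in these tables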
PAFAH1B2 FP inh – inhibitors of human PAFAH1B2 | P68402 | recombinant PAFAH1B2, FP-rhodamine activity probe, fluorescence polarization | inhibition, % at 3.39 µM | actives 1.2% (n = 340,000);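 active = inhibition above the mean of all tested compounds plus 3 SD, cut at about 24% in these data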;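 also: 0% = enzyme with DMSO and 100% = wells lacking PAFAH1B2; many of its hits are not listed in these tables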
PAFAH1B3 inh – blocks human PAF acetylhydrolase 1B catalytic subunit 3; Q15102; recombinant PAFAH1B3, FP-rhodamine probe, fluorescence polarization; inhibition, % at 3.39 µM; actives 0.28% (n = 340,000);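 active = inhibition above the screen-wide average of all tested compounds plus 3 SD, cut at about 25% in these data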;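 also: 0% = enzyme with DMSO only and 100% = wells lacking PAFAH1B3 protein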
Target sequence (Q15102 whole entry, looked up): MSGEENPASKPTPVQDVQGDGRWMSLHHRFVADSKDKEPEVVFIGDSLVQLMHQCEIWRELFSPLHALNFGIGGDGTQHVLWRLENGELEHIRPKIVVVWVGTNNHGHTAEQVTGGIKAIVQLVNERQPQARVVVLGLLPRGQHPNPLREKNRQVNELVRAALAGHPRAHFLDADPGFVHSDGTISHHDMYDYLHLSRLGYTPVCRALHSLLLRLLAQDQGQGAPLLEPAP
EBNA-1 inhibitor – blocks EBNA-1 binding to DNA | EBNA-1 DNA binding, fluorescence polarization | inhibition, % at 14.8 µM | actives 0.34% (n = 300,000); in the data active = inhibition above about 28%
PAFAH2 FP inh – PAFAH2 (human) inhibition; inhibition, % at 3.39 µM; recombinant PAFAH2, FP-rhodamine activity probe, fluorescence polarization; AID 492956; Q99487; actives 0.99% (n = 340,000);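 active = inhibition above the mean over all tested compounds plus 3 SD, cut at about 30% in these data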;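 also: inhibitors block probe labeling of enzyme so polarization drops; 0% = enzyme with DMSO and 100% = wells lacking PAFAH2 protein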
The depositor's hits bear a star; . = not tested or not shown.

SMILES	LYPLA1 counter	LYPLA2 inh	pPAFAH FP inh	ZTA counter	PREPL inh	PAFAH1B2 FP inh	PAFAH1B3 inh	EBNA-1 inhibitor	PAFAH2 FP inh
CCCCN1CC(=O)N2[C@H]3c4cc(Cl)ccc4OC[C@@H]3[C@H](C(=O)OCC)[C@]2(C)C1=O	-2	-6	-4	-2	16	2	-14	.	3
Cn1nccc1C(=O)NCCN1C(=O)OC(C)(C)C1(C)O (centres undefined)	3	7	4	4	-2	-2	3	2	3
CCOC(=O)[C@@H]1[C@H]2COc3ccccc3[C@@H]2N2C(=O)N(c3ccc(C)cc3)C(=O)[C@]12C	-1	6	-3	-11	-35	3	1	0	-11
CC(=O)NC1CCC(C(=O)O)(c2ccccc2)C1 (centres undefined)	2	4	2	-16	8	6	2	5	-3
CN(C)S(=O)(=O)c1cccc(COC(=O)c2ccc(Cl)cc2O)c1	-1	-2	11	-13	11	4	0	-7	2
N#C/C(=C\c1c(F)cccc1Cl)S(=O)(=O)c1ccccn1	3	2	1	4	4	6	11	10	0
CCn1cc(/C=C(\NC(=O)c2ccccc2)C(=O)NCCCN2CCOCC2)c2ccccc21	1	6	0	-2	24	-5	-1	-6	-4
O=C(Nc1ccccc1-c1ccccc1)c1ccccc1	2	7	-2	0	10	1	5	-8	3
Cc1cc([N+](=O)[O-])nn1CCC(=O)NC1CCCCCC1	-1	-1	3	7	-6	10	9	-6	-4
O=C(NC1CCCC1)c1cccc(NC(=O)c2ccco2)c1	1	2	5	-1	-10	4	7	-2	-7
C#CCOCCOCCOCCNc1nc(N2CCN(C(=O)C([C@@H](C)CC)n3cc(C(N)CO)nn3)CC2)nc(N2CCN(C(=O)[C@H](CCC(=O)O)n3cc(C(N)CC(C)C)nn3)CC2)n1 (some centres undefined)	6	4	0	7	4	6	4	15	-9
CCOC(=O)C/C(C)=N\Nc1nc(-c2ccccc2)cs1	-4	-4	26*	8	0	1	4	2	3
COc1cc(NC(=O)C2CC(=O)NC3=C2C(=O)CCC3)cc(OC)c1 (centres undefined)	2	4	2	11	7	7	6	7	0
CNC(=O)Cn1nc(-c2ccc(C)c(S(=O)(=O)N(C)C)c2)c2ccccc2c1=O	-2	4	5	0	13	3	0	2	0
CC[C@@H](NS(=O)(=O)c1ccc(C)cc1)C(=O)Oc1ccc2c3c(c(=O)oc2c1)CCC3	2	7	1	4	27	4	4	6	3
COc1ccccc1NC(=S)NC(=O)c1ccc(-c2ccc(Cl)cc2)o1	-3	-2	-10	-18	9	0	7	10	-10
O=C(CCS(=O)CCC(=O)NCc1ccccc1)NCc1ccccc1	-3	3	4	4	0	-1	-2	6	2
CCCn1c(SCC(=O)NC2CCCCC2)nnc1C1CC1	-2	0	-1	3	5	1	0	0	-1
CC(=O)N1CCSc2ccc(S(=O)(=O)NCc3ccc(F)cc3)cc21	0	3	4	-5	-3	8	10	4	6
CCOC(=O)C(CC)Sc1nc2c(cnn2-c2ccc(F)cc2)c(=O)[nH]1 (centres undefined)	-5	-7	1	6	3	4	10	-4	1

Marked active in pPAFAH FP inh, of those listed so far:
Compound	pPAFAH FP inh	PREPL inh	PAFAH1B2 FP inh	PAFAH1B3 inh	EBNA-1 inhibitor	PAFAH2 FP inh
CCOC(=O)C/C(C)=N\Nc1nc(-c2ccccc2)cs1	26*	0	1	4	2	3

Going on with the list.
SMILES	LYPLA1 counter	LYPLA2 inh	pPAFAH FP inh	ZTA counter	PREPL inh	PAFAH1B2 FP inh	PAFAH1B3 inh	EBNA-1 inhibitor	PAFAH2 FP inh
Cc1cc(C(=O)Nc2cccc(/C=C/C(=O)O)c2)c(C)o1	0	-2	-2	-9	3	2	1	3	-4
CC1CCCCC1NS(=O)(=O)c1ccc(-n2cnnn2)cc1 (centres undefined)	1	3	1	8	-16	7	0	-5	5
COc1ccc(C(CNS(=O)(=O)c2ccc(NC(C)=O)c(OC)c2)N2CCCCC2)cc1 (centres undefined)	.	.	-5	.	-26	7	3	.	-1
Cc1cccc(-n2nc3c(c2NC(=O)C(C)C)CS(=O)(=O)C3)c1C	-1	3	1	-5	17	1	10	2	4
Cc1cc(C)cc(C(=O)NCC(=O)OCc2nc(N)nc(Nc3ccccc3C)n2)c1	-2	6	0	-1	7	4	5	.	6
Cc1cccc(N=Nc2c(C)[nH]n(-c3ccccc3)c2=O)c1	-2	-6	-1	14	12	5	-3	-10	4
CC(C(=O)Nc1cccnc1)N1C(=O)c2ccccc2C1=O (centres undefined)	1	-4	0	16	2	2	3	4	13
Clc1ccc(Nc2ncnc3c2cnn3-c2ccccc2)cc1	-34	-45	-2	8	-2	0	1	-4	-8
Cc1ccc(NC(=O)C(=O)NCCOc2ccccc2Cl)cc1	2	4	-4	-22	-6	0	10	0	-8
CC(C)(C)c1ccc(C(=O)N/C(=C\c2cccs2)C(=O)NCc2ccco2)cc1	-4	2	3	4	10	3	-10	-1	-6
CC(C)n1c(-c2ccc(C(C)(C)C)cc2)n[nH]c1=S	0	4	8	-3	1	5	-2	4	-6
O=[N+]([O-])c1ccc(N2CCc3ccccc3C2)nc1	-1	3	6	5	5	-1	5	4	-1
Cc1cc(C)nc(NC(=O)c2ccc(Cl)cc2)n1	0	-6	3	-16	3	2	0	-4	-5
Cc1ccc(-n2c(SCC(N)=O)nc3c(c2=O)C2(CCCC2)Cc2ccccc2-3)cc1	-3	-3	5	-13	2	6	-12	-10	-9
CC(=O)c1cccc(NC(=O)Cn2c(=O)oc3cc(S(=O)(=O)N4CCCC4)ccc32)c1	0	3	0	10	-3	4	0	-7	-2
N#Cc1ccc(-c2ccc(OCC(=O)NN=Cc3ccncc3)cc2)cc1	.	.	1	.	14	-2	5	.	3
COc1ccc(O[C@H]2C=C[C@@H](c3ccccc3)O[C@@H]2COC(=O)CC/C(C)=N/OC[C@@H](O)[C@H]2O[C@@H]3OC(C)(C)O[C@@H]3[C@H]2O)cc1	4	3	11	19	20	.	.	12	.
CC(C)c1ccc(CNC(=O)C(=O)Nc2nccs2)cc1	-5	1	0	13	-2	2	1	3	5
COC(=O)c1cccc(CSc2nc3ccccc3[nH]2)c1	0	2	-4	-22	11	0	7	20	4
Cc1ccc(C2(C)NC(=O)N(CC(=O)N3CCN(S(=O)(=O)c4ccc(Cl)s4)CC3)C2=O)cc1 (centres undefined)	1	-2	0	-4	14	7	9	0	2
O=C(NCCc1ccccc1)C1CC(=O)N(C2CCCCCC2)C1 (centres undefined)	-1	-4	0	1	-2	0	3	1	1
O=C(c1ccco1)n1c(=S)nc2ccccn21	0	13	9	7	8	5	9	4	6
Cc1ccc(Nc2ccc(NCc3ccccc3)nn2)cc1C	-1	3	16	5	25	5	2	4	9
CSCCC(NC(=O)c1ccccc1Cl)C(=O)N(C)Cc1cccs1 (centres undefined)	-2	-2	-6	8	11	-1	7	0	4
COCCCNCCCCSc1ccc(Cl)cc1	4	9	-1	-1	17	3	5	7	2
C[C@H](NC(=O)OCc1ccccc1)C(=O)NNC(=O)[C@H](Cc1ccccc1)NC(=O)OC(C)(C)C	0	2	-7	-10	-8	8	3	-4	0
Cc1nnc(NC(=O)C2(c3ccccc3)CCOCC2)s1	-2	-4	-1	0	3	3	-2	3	0
CC(C)Cc1nc2ccccc2n1CCc1ccccc1	-2	1	-3	-15	10	6	9	-11	7
CC(CCCC(C)(C)O)NC(=O)c1cc(COc2ccc3ncccc3c2)on1 (centres undefined)	0	6	0	16	-4	0	1	14	-11
COC(=O)C1=NNCC12CC(=O)N(c1ccc(Br)cc1)C2=O (centres undefined)	3	8	-1	-3	6	2	3	5	0
Cc1ccc(C(=O)N/N=C\c2ccc(-c3ccc(Cl)c(Cl)c3)o2)cn1	-19	-11	7	-6	6	-8	6	17	0
C(=N/n1c2ccccc2c2ccccc21)/c1ccco1	-2	0	10	3	6	3	-5	-5	3
Cc1ccc(OCc2nnc(-c3ccc(Cl)cc3)o2)cc1	-2	-1	3	-7	1	4	11	-4	2
CCOc1ccc2nc(N3CCC(C(=O)NCCCN4CCOCC4)CC3)sc2c1	2	2	0	-2	8	0	6	-11	-1
COc1ccccc1NC(=O)N1C2CCCC1CC(NC(=O)c1ccccc1)C2 (centres undefined)	3	7	4	4	6	2	16	-9	1
COc1ccccc1S(=O)(=O)Nc1ccc(S(=O)(=O)Nc2nccs2)cc1	-5	3	0	-10	6	-3	3	.	-1
COc1ccc(CNC(=O)C2CC(c3ccccc3[N+](=O)[O-])=NO2)cc1 (centres undefined)	0	8	1	23	2	13	0	-8	0
CN1CCN(CCNC(=O)Cn2c(=O)c3cccn3c3ccc(F)cc32)CC1	1	-1	-6	-6	6	-8	3	1	3
CCC(C)N(C(=O)COC(=O)/C=C/c1ccc(O)c(OC)c1)C1CCS(=O)(=O)C1 (centres undefined)	4	14	12	-18	4	-1	2	6	12
Cc1ccc(NC(=O)c2c(C)nc3ccccn23)cc1C	-4	-4	0	15	1	0	0	-6	-3
COC(=O)C1[C@H]2SC(C)(C)C(C(=O)OC)N2C(=O)N1Cc1nc2ccccc2s1 (some centres undefined)	0	2	1	16	22	8	4	-3	-1
O=C(NCCNC(=O)c1ccccn1)c1ccc(-c2ccccc2)cc1	3	3	2	4	-12	-1	2	-5	-7
COC(=O)c1ccc(CNC(=O)COC(=O)COc2ccc(OC)cc2)cc1	-2	-4	24	-1	17	3	0	-4	-7
O=C(NCCOc1cccc(Cl)c1Cl)c1cc(-n2cnnc2)ccc1Cl	-8	-3	15	-2	6	2	-10	8	3
O=C(NCc1ccc2c(c1)OCO2)c1c[nH]c2ccc(S(=O)(=O)N3CCOCC3)cc2c1=O	1	-4	2	-3	-60	0	2	21	-23
Cc1cc(C)cc(-n2ncc3c2CCCC3NC(=O)c2cc(C)oc2C)c1 (centres undefined)	-1	-4	5	-2	4	-1	-3	2	6
Cc1nc2ccc(NC(=O)c3ccc(Cl)c(NC(=O)c4cccs4)c3)cc2s1	-35	-19	-14	-4	7	-4	-5	-7	-33
CCN(Cc1ccccc1)C(=O)C(C)OC(=O)c1cc(S(=O)(=O)Nc2c(C)n(C)n(-c3ccccc3)c2=O)ccc1C (centres undefined)	-3	-3	3	-6	6	11	9	2	-1
COc1ccc(C(=O)Nc2cccc(-c3ccc4nncn4n3)c2)cc1OC	-3	2	2	-6	7	6	0	0	-1
CC(=O)Oc1ccc([C@@H]2COc3c(ccc4c3C=CC(C)(C)O4)C2)c(OC(C)=O)c1	1	8	1	-10	16	-1	11	-3	7
CCOC(=O)C1CCN(CCC(=O)Nc2cc(C)ccc2C)CC1	6	1	3	1	13	4	-1	3	-4
Cc1ccnc(NCc2ccc(Cl)cc2)c1	-2	1	3	0	-13	21	7	-2	3
CCOC(=O)Cc1cnc(NC(=O)c2ccccc2)s1	-2	6	6	7	2	3	-2	9	-2
O=C1c2ccccc2C(=O)N1c1cccc(-c2nc3ccccc3o2)c1	0	2	2	4	14	1	5	4	-7
O=C(NC1CCCCC1)C(c1ccc(F)cc1)N(C(=O)Cc1ccsc1)c1ccc(F)cc1 (centres undefined)	4	7	3	3	5	-2	7	8	9
CCC(C)(C)NC(=O)Cc1ccc(Cl)cc1	-2	-4	4	-1	0	.	.	-2	.
NS(=O)(=O)c1ccc(Oc2ccc(S(N)(=O)=O)cc2)cc1	-2	-1	-4	-14	6	4	8	-1	14

One compound at a time, as listed above. Order of values: LYPLA1 counter, LYPLA2 inh, pPAFAH FP inh, ZTA counter, PREPL inh, PAFAH1B2 FP inh, PAFAH1B3 inh, EBNA-1 inhibitor, PAFAH2 FP inh
`COc1ccc(C(=O)Nc2cccc(-c3ccc4nncn4n3)c2)cc1OC` as listed: -3, 2, 2, -6, 7, 6, 0, 0, -1
`CCOC(=O)Cc1cnc(NC(=O)c2ccccc2)s1` as listed: -2, 6, 6, 7, 2, 3, -2, 9, -2

A portion of the library. The share of hits here may be higher or lower than overall.
